From PubChem
GSTO1 inh – counter-screen for RBBP9 inhibitors: inhibitors of human GSTO1 | recombinant GSTO1, activity-based probe fluorescence polarization | inhibition, % at 5.96 µM | actives 1.1% (n = 300,000) | AID 1974;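 active means inhibition above the campaign mean inhibition plus 3 SD, cut at about 35% in these data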;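 further: 0% = GSTO1-1 with DMSO and 100% = wells lacking GSTO1-1 enzyme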
LYPLA1 inh – blocks human lysophospholipase 1, a PME1 counter-screen; actives 0.16% (n = 320,000); inhibition, % at 5.9 µM; recombinant LYPLA1, FP-Rh probe fluorescence polarization; O75608;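 active means inhibition above the mean of all tested compounds plus 3 SD, set per campaign, cut at about 14% in these data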;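 further: inhibitors block serine hydrolase probe labeling of LYPLA1 so polarization falls; 0% = enzyme with DMSO and 100% = wells lacking LYPLA1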
PAFAH1B3 inh – blocks human PAF acetylhydrolase 1B catalytic subunit 3 | Q15102 | actives 0.28% (n = 340,000) | inhibition, % at 3.39 µM | recombinant PAFAH1B3, FP-rhodamine probe, fluorescence polarization | AID 492972;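 active means inhibition above the screen-wide average of all tested compounds plus 3 SD, cut at about 25% in these data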;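 further: 0% = enzyme with DMSO only and 100% = wells lacking PAFAH1B3 protein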
Target sequence (Q15102 whole entry, looked up): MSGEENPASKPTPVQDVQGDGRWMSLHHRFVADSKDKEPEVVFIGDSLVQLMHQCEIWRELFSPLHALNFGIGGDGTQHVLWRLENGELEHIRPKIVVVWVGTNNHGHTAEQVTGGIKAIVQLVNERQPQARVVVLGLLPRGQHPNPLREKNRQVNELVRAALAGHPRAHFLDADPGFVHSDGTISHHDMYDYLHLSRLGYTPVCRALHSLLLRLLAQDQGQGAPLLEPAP
PAFAH1B2 FP inh – PAFAH1B2 (human) inhibition | P68402 | recombinant PAFAH1B2, FP-rhodamine activity probe, fluorescence polarization | inhibition, % at 3.39 µM | actives 1.2% (n = 340,000) | AID 492953;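 active means inhibition above the mean of all tested compounds plus 3 SD, cut at about 24% in these data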;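 further: 0% = enzyme with DMSO and 100% = wells lacking PAFAH1B2; many of its hits are not listed in these tables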
LYPLA2 inh – counter-screen for PME1 inhibitors: inhibitors of human LYPLA2. O95372. recombinant LYPLA2, FP-Rh probe fluorescence polarization. actives 0.38% (n = 320,000). inhibition, % at 5.9 µM;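 active means inhibition above the screen-wide mean plus 3 SD, limit set per campaign, cut at about 26% in these data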;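 further: 0% = LYPLA2 with DMSO and 100% = wells lacking LYPLA2 enzyme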
Target sequence (O95372 whole entry, looked up): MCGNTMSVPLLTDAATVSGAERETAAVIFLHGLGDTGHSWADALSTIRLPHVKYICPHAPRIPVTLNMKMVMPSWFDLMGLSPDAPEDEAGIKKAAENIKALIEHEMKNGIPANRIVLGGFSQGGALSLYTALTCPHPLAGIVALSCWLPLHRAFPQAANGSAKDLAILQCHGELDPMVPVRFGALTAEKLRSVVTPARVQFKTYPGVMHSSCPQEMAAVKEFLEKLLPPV
PME-1 primary – blocks human protein phosphatase methylesterase 1 | Q9Y570 | recombinant PME-1, FP-Rh probe fluorescence polarization | inhibition, % at 5.9 µM | actives 0.53% (n = 320,000);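 active means inhibition above the campaign mean of all compounds plus 3 SD, cut at about 26% in these data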;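 further: competitive labeling of PME-1 active site by serine hydrolase directed probe; 0% = PME-1 with DMSO and 100% = wells lacking PME-1 enzyme; inhibitors block probe labeling so polarization falls and inhibition rises; many of its hits are not listed in these tables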
PREPL inh – human PREPL enzyme inhibition | inhibition, % at 5.96 µM | Q4J6C6 | actives 0.68% (n = 320,000) | recombinant PREPL, fluorescence polarization activity-based probe; in the data active means inhibition above about 43%;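 further: 0% = enzyme with DMSO and 100% = wells lacking enzyme; many of its hits are not listed in these tables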
pPAFAH FP inh – inhibitors of human plasma PAF acetylhydrolase (pPAFAH); Q13093; recombinant pPAFAH, FP-rhodamine probe fluorescence polarization; inhibition, % at 3.39 µM; actives 1.5% (n = 330,000); AID 463082;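 active means inhibition above the mean inhibition across the screen plus 3 SD, cut at about 25% in these data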;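 further: inhibitors block binding of the rhodamine activity-based probe so polarization drops; 0% = enzyme with DMSO and 100% = wells lacking pPAFAH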
Target sequence (Q13093 whole entry, looked up): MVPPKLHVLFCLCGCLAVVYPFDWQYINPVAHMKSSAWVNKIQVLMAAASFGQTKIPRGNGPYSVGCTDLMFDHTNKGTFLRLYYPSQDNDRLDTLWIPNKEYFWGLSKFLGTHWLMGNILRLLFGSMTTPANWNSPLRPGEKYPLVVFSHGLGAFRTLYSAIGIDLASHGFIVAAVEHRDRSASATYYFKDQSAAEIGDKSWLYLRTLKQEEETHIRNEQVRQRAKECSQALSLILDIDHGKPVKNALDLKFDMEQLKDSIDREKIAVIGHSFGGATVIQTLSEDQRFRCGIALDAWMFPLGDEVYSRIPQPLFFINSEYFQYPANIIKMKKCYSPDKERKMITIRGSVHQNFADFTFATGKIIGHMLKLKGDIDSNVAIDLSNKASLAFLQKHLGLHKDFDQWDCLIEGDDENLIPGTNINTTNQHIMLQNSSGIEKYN
PAD4 inh – inhibitors of human PAD4. recombinant PAD4, RCA probe fluorescence polarization. actives 0.41% (n = 330,000). Q9UM07. AID 485272. inhibition, % at 6.36 µM;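 active means percent inhibition above a cutoff equal to the mean of all tested compounds plus 3 SD, cut at about 15% in these data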;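 further: 0% = PAD4 with RCA probe and DMSO and 100% = probe without PAD4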
Starred values were filed as active, the others as inactive; · = no result given. The list is partial. The share of hits here may be higher or lower than overall.

cpd	molecule	GSTO1 inh	LYPLA1 inh	PAFAH1B3 inh	PAFAH1B2 FP inh	LYPLA2 inh	PME-1 primary	PREPL inh	pPAFAH FP inh	PAD4 inh
1	CCN(C(=O)COC(=O)c1cc(S(=O)(=O)Nc2c(C)n(C)n(-c3ccccc3)c2=O)ccc1Cl)C1CCCCC1	-1	-1	5	4	0	2	-10	5	3
2	COc1ccc(OC)c(CNS(=O)(=O)c2c(C)nc3scc(C)n3c2=O)c1	-3	-1	11	-8	-6	0	11	1	-3
3	CC(C)Cc1nnc(NC(=O)c2cccc(S(=O)(=O)N3CCN(C)CC3)c2)s1	-4	4	6	-2	8	2	7	-5	1
4	COc1ccc(Br)cc1/C=N/NC(=O)c1cc(OC)c(OC)c(OC)c1	-6	-20	0	-4	-10	-9	3	0	-4
5	CCN(CC(=O)Nc1ccc2c(c1)OCO2)CC(=O)Nc1ccccc1C(F)(F)F	·	-1	-2	5	-6	5	7	3	5
6	CCCCNC(C(=O)Nc1ccc(Cl)c([N+](=O)[O-])c1)c1ccccc1 (stereo unspecified)	0	-2	10	-5	-5	-7	-11	-7	-5
7	COc1cccc(CNC(=O)C2CCCN(S(C)(=O)=O)C2)c1 (stereo unspecified)	8	3	-2	-1	2	-1	6	1	-1
8	COC(=O)c1cccc(NC(=O)c2ccc(OC)c(Cl)c2)c1	-5	-6	4	0	13	-10	-5	-6	0
9	FC(F)(F)c1nnc2n1N=C(c1ccccc1)CS2	4	-2	8	5	-1	-2	-9	0	-1
10	CC1(C)Cc2c(sc3c2c(=N)n(Cc2ccco2)c(=O)n3Cc2ccc(Cl)cc2)CO1	-11	-5	-3	-3	-8	-2	3	1	-2
11	OCC(CO)(CO)n1cnnn1	6	-1	0	3	-1	0	0	2	-1
12	O=C(Nc1ccc2c(c1)OCO2)C1CC(=O)N(CCc2ccccc2)C1 (stereo unspecified)	11	0	8	-3	-2	-1	18	2	1
13	COc1ccc(NC(=O)c2ccco2)cc1NC(=O)c1cc2ccccc2o1	-5	-1	4	-1	-1	3	11	2	-2
14	O=C1NCCN/C1=C\C(=O)c1ccc(Cl)cc1	0	0	·	·	0	-1	5	6	-5
15	COc1ccccc1-c1nc2cc3ccccc3cc2nc1-c1ccccc1OC	3	0	5	-2	2	1	7	19	3
16	O=C(NCCCNc1ccnc2cc(Cl)ccc12)c1ccccc1F	1	-1	2	2	3	1	0	4	3
17	Cc1noc(C)c1COc1ccccc1C(=O)N(C)CC(=O)Nc1ccc(F)cc1	4	0	4	5	1	1	5	-3	0
18	Oc1cccc(C(=S)N2CCCCC2)c1	-1	-2	4	8	-3	0	-7	3	-3
19	CCOc1ccccc1NC(=O)C1CCCCN1S(=O)(=O)c1ccc(F)cc1 (stereo unspecified)	-3	-1	10	3	0	0	2	2	-2
20	COc1ccc(S(=O)(=O)NCc2cccs2)cc1	-6	-7	4	0	4	4	-1	6	0
21	CC(C)(C)c1csc(CS(=O)(=O)c2ccccn2)n1	3	3	2	-1	9	-1	5	2	3
22	CN(CC(=O)Nc1ccccc1Cl)C(=O)COC(=O)c1ccc(Cl)cc1[N+](=O)[O-]	-1	2	-2	-11	0	4	13	5	1
23	CC1(C)Cc2ccccc2C(=NCCCC(=O)O)N1	9	0	9	9	3	2	2	-1	3
24	Cc1ccc(-c2ccc(SCC(=O)Nc3nonc3C)nn2)cc1	-2	-2	-5	2	-4	2	-8	-4	1
25	Cc1ccc2c(c1)NC(=O)CC(c1ccccc1)=N2	6	-2	-8	2	-1	-1	0	2	10
26	Cc1c(C(=O)Nc2nonc2-c2ccc(F)cc2)oc2ccc(F)cc12	-14	-7	4	9	-4	-8	-4	-8	3
27	CCCc1nc2c(c(=O)c3ccccc3n2C)c(=O)n1-c1ccc(F)cc1	5	0	3	-1	-4	1	13	1	-1
28	N#C/C(=C\c1ccc([N+](=O)[O-])cc1)c1nc(C2CC2)cs1	-5	3	-3	-2	8	8	15	7	3
29	CCSc1nc(C(F)(F)F)cc(=O)n1-c1ccccc1	-2	1	-3	9	1	4	0	5	1
30	COC(=O)CC(NC(=O)c1ccc(C)cc1)c1ccc2c(c1)OCO2 (stereo unspecified)	1	1	0	4	3	-2	-3	0	1
31	O=C(NC1CCCCC1)c1ccc(CN2CCOCC2)cc1	-7	-3	5	1	1	11	10	6	-2
32	CCOc1ccc(C(=O)NCC(=O)NCC(c2ccco2)N2CCCCC2)cc1OCC (stereo unspecified)	0	-1	2	10	-5	-4	-1	0	0
33	CCN(CC)S(=O)(=O)c1ccc(N2CCCC2)c(NC(=O)c2nn(C)c(=O)c3ccccc23)c1	·	0	5	6	0	10	8	12	-3
34	CC(NC(=O)Cn1c(=O)[nH]c2ccsc2c1=O)C12CC3CC(CC(C3)C1)C2 (stereo unspecified)	3	-4	9	28*	-6	0	0	14	-3
35	Cc1c(Nc2ccc3nonc3c2[N+](=O)[O-])c(=O)n(-c2ccccc2)n1C	13	-1	3	3	32*	-3	0	-1	-15
36	O=C(C1CC1)N1CCc2cc(S(=O)(=O)NCC3COc4ccccc4O3)ccc21 (stereo unspecified)	14	-3	5	3	-3	13	-32	0	0
37	CC(C)CCN(C(=O)C1CSC2(C)CCC(=O)N12)c1c(N)n(Cc2ccccc2)c(=O)[nH]c1=O (stereo unspecified)	14	0	2	1	0	-3	6	-3	-7
38	O=C(O)COc1ccccc1/C=N/NC(=O)CSc1nc2ccccc2n1Cc1ccccc1	-9	-9	9	7	-7	0	-15	1	0
39	Cc1n[nH]c(C)c1S(=O)(=O)N1CCCC(C(=O)NC2CCCc3ccccc32)C1 (stereo unspecified)	4	-3	4	5	-2	11	-5	1	4
40	COc1ccc(-n2cc(-c3ccc(OC)c(OC)c3)[nH]c2=S)cc1	16	-1	4	2	5	2	-1	6	-7
41	CCOc1ccc(NC(=O)COc2ccc(C(=O)NCc3cccnc3)cc2OC)cc1	-2	1	2	4	8	-31	-2	9	-3
42	CC(=O)Oc1ccccc1/C=C/c1ccc2ccccc2[n+]1C	0	4	7	3	4	0	22	-1	6
43	Cc1ccc(/C=C2\SC(=S)N(CCC(=O)NNS(=O)(=O)c3ccc(C)cc3)C2=O)cc1	1	-4	-20	-16	-2	-6	-6	10	2
44	COC(=O)c1ccccc1NC(=O)C1CCN(S(=O)(=O)c2cc(C)ccc2OC)CC1	74*	0	-2	1	5	3	13	3	-5
45	Cc1ccc(-c2noc(CCC(=O)Nc3ccc(C)cn3)n2)cc1	-5	3	9	-1	0	-8	-5	1	1
46	Cc1c(NC(=O)c2ccccc2NC(=O)COc2ccccc2)cccc1C(=O)O	-3	0	-7	1	4	3	-2	-4	1
47	CCCN(CCC)c1nc2ccccc2nc1C(C#N)C(=O)OC(C)COC (stereo unspecified)	15	-7	·	·	-25	-3	11	-2	-19
48	CCN(C[C@H]1N[C@@](C)(C(=O)OC)[C@H]2C(=O)N(Cc3ccccc3)C(=O)[C@@H]12)C(=O)c1ccc(F)cc1	·	·	6	2	·	·	8	3	4
49	CCC(C)(C)n1nnnc1C(C(C)C)N1CCN(C(=O)c2ccco2)CC1 (stereo unspecified)	4	-3	1	5	-3	-2	6	0	-6
50	Cc1nc(C)c(-c2ccc(SCC(=O)Nc3ccc(F)cc3F)nn2)s1	5	3	4	0	-3	0	-31	0	4
51	CC(=O)N1CCc2cc(S(=O)(=O)NC(CC(C)C)C(=O)Nc3cc(C(=O)O)ccc3C)ccc21 (stereo unspecified)	3	-3	3	-2	3	-2	3	-2	3
52	COc1c(F)c(F)c(C(=O)O)c(Nc2cc(C)cc(C)c2)c1F	3	1	11	-3	1	0	6	9	-4
53	Cc1ccccc1NC(=O)COC(=O)c1ccc(S(C)(=O)=O)c([N+](=O)[O-])c1	1	-5	-2	1	5	1	18	11	-2
54	COc1cccc(N=Cc2nc(-c3ccccc3)oc2OC(C)=O)c1	7	-2	-1	3	-8	0	7	4	-3
55	Cc1nc(SC2CC(=O)N(c3ccccc3)C2=O)nc2c1CCCC2 (stereo unspecified)	6	0	1	2	0	1	13	-5	1
56	NS(=O)(=O)c1ccc(-c2ccc(C=C3C(=O)c4ccccc4C3=O)o2)cc1	8	4	8	2	11	4	6	6	-4
57	S=C(NC1CCCCC1)N1CCN(c2ncccn2)CC1	6	-3	7	4	-4	-7	-2	5	-4
58	C=CCn1c(CSc2nc3ccccc3s2)nnc1SCC(=O)NCc1ccco1	-11	-5	2	-2	2	9	0	12	1
59	COc1ccc(CSc2nnnn2-c2ccccc2)cc1	2	4	11	5	1	-1	-10	-1	-6
60	CCOC(=O)c1ccc(NC(=O)c2cc(OC)c(OC)c(OC)c2Br)cc1	-52	-2	-1	-8	3	3	16	5	4
61	C=CCNC(=O)NC(=S)c1ccccc1	0	-1	6	4	1	4	7	2	0
62	COc1ccccc1C(=O)NC(=O)COC(=O)C1(C)CC1(Cl)Cl (stereo unspecified)	3	-1	5	4	3	1	-2	-1	-2

Some values from the results shown:
entry 60 @ LYPLA1 inh: -2
entry 62 @ pPAFAH FP inh: -1
entry 50 @ LYPLA1 inh: 3
entry 47 @ pPAFAH FP inh: -2
entry 55 @ PREPL inh: 13
entry 43 @ PAFAH1B2 FP inh: -16
entry 38 @ PREPL inh: -15

Retrieved one by one from above:
cpd	molecule	GSTO1 inh	LYPLA1 inh	PAFAH1B3 inh	PAFAH1B2 FP inh	LYPLA2 inh	PME-1 primary	PREPL inh	pPAFAH FP inh	PAD4 inh
58	C=CCn1c(CSc2nc3ccccc3s2)nnc1SCC(=O)NCc1ccco1	-11	-5	2	-2	2	9	0	12	1
43	Cc1ccc(/C=C2\SC(=S)N(CCC(=O)NNS(=O)(=O)c3ccc(C)cc3)C2=O)cc1	1	-4	-20	-16	-2	-6	-6	10	2

Reformatted field by field: part of the list above
#60 CCOC(=O)c1ccc(NC(=O)c2cc(OC)c(OC)c(OC)c2Br)cc1
  GSTO1 inh = -52	LYPLA1 inh = -2	PAFAH1B3 inh = -1	PAFAH1B2 FP inh = -8	LYPLA2 inh = 3	PME-1 primary = 3	PREPL inh = 16	pPAFAH FP inh = 5	PAD4 inh = 4

#48 CCN(C[C@H]1N[C@@](C)(C(=O)OC)[C@H]2C(=O)N(Cc3ccccc3)C(=O)[C@@H]12)C(=O)c1ccc(F)cc1
  GSTO1 inh = ·	LYPLA1 inh = ·	PAFAH1B3 inh = 6	PAFAH1B2 FP inh = 2	LYPLA2 inh = ·	PME-1 primary = ·	PREPL inh = 8	pPAFAH FP inh = 3	PAD4 inh = 4

#34 CC(NC(=O)Cn1c(=O)[nH]c2ccsc2c1=O)C12CC3CC(CC(C3)C1)C2 (stereo unspecified)
  GSTO1 inh = 3	LYPLA1 inh = -4	PAFAH1B3 inh = 9	PAFAH1B2 FP inh = 28*	LYPLA2 inh = -6	PME-1 primary = 0	PREPL inh = 0	pPAFAH FP inh = 14	PAD4 inh = -3

#46 Cc1c(NC(=O)c2ccccc2NC(=O)COc2ccccc2)cccc1C(=O)O
  GSTO1 inh = -3	LYPLA1 inh = 0	PAFAH1B3 inh = -7	PAFAH1B2 FP inh = 1	LYPLA2 inh = 4	PME-1 primary = 3	PREPL inh = -2	pPAFAH FP inh = -4	PAD4 inh = 1
